FXIIa inh 1536: inhibitors of human coagulation factor XIIa; P00748; purified FXIIa, Boc-QGR-AMC fluorogenic substrate, 2 h; inhibition, % at 5 µM; hit rate 0.3% among 220,000; AID 800; in the data active = inhibition above about 40%;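 note: 0% = enzyme with no compound and 100% = blank without enzyme; many of its hits are not listed in these tables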
p97 inhibitor: blocks human p97 ATPase activity. inhibition, % at 8 µM. recombinant p97 ATPase, Kinase-Glo ATP luminescence, 3 h. AID 1481. hit rate 0.42% among 220,000. P55072; in the data active = inhibition above about 15%;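 note: 0% = DMSO vehicle and 100% = wells lacking enzyme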
FXIa inh: factor XIa (human) inhibition. purified FXIa, Boc-Glu-Ala-Arg-AMC fluorogenic substrate. inhibition, % at 5 µM. hit rate 0.14% among 220,000;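 active = inhibition of at least 40%; inactive = inhibition below 40%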;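 note: fluorescence of freed AMC excited at 355 nm; 0% = enzyme without compound and 100% = no enzyme blank; many of its hits are not listed in these tables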
Target sequence (P03951 19-387 limits assumed): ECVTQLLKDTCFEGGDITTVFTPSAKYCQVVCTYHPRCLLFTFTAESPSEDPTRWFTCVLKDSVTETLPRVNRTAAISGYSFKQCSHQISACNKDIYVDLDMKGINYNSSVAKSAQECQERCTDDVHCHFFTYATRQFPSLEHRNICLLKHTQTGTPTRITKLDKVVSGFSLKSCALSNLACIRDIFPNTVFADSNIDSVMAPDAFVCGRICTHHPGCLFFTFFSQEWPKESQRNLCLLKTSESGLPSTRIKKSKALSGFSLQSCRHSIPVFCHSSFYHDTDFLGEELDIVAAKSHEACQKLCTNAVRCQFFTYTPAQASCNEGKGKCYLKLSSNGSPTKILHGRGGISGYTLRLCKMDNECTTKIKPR
Target sequence (P03951 388-625 limits assumed): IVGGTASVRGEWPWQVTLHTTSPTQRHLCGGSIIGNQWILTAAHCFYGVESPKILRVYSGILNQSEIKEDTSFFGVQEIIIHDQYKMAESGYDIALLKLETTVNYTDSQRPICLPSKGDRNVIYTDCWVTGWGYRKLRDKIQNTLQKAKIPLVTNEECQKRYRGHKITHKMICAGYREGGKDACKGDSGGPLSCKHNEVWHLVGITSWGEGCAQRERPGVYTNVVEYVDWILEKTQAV
eIF4E-4G inh: eIF4E/eIF4G interaction inhibition in translation initiation. inhibition, % at 21.7 µM. P63073+Q04637. hit rate 0.37% among 220,000. TR-FRET eIF4E-eIF4GI(517-606) binding, 2 h;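 active = inhibition above about 30%, limit read from the data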;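 note: 0% = full FRET control wells and 100% = background wells lacking eIF4GI fragment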
MDM2 E3 inh: inhibitors of human Mdm2 E3 ubiquitin ligase; cell-based MDM2 ubiquitination luciferase reporter, 2 h; 0 = plate control, 100 = twice control, blank-subtracted; hit rate 0.11% among 210,000; signal enhancement, % at 5 µM; AID 1230; Q00987;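 active = signal enhancement of 30% or more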;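 note: luminescence tracks abundance of the self-degrading MDM2-luciferase fusion protein; higher signal means inhibition of MDM2 E3 ligase activity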
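Assay system: stable mammalian line carrying autodegrading MDM2–luciferase fusion reporter; amount: 2000 cells seeded into each well; buffer or medium: DMEM; benchmarks: plate control and blank wells; signal: luciferase luminescence; timing: 2 h compound exposure at 37 °C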
KLK5 inh: blocks human kallikrein 5 protease activity. Q9Y337. recombinant hK5, fluorogenic AMC substrate cleavage. inhibition, % at 5 µM. hit rate 0.59% among 210,000. AID 873;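 active = inhibition of 40% or more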;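 note: 0% = enzyme controls without compound and 100% = no-enzyme blanks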
Target sequence (Q9Y337 67-293 limits assumed): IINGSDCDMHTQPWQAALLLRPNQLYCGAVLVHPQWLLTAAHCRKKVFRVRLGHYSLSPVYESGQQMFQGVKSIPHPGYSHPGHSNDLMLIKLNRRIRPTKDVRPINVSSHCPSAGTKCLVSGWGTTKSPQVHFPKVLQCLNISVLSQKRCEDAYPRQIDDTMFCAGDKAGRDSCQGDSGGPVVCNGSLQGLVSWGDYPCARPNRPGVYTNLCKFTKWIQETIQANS
Wee1 degr inh: human Wee1 degradation inhibition, primary screen; AID 1321; P30291; HeLa Luc-Wee1K328M stability, luciferase luminescence; 100% = proteasome inhibitor MG132 effect; hit rate 1.2% among 220,000; reporter increase, % at 5 µM;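 active = activation above the mean of all tested compounds plus 3 SD, set per screening run, cut at about 8.8% in these data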;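 note: cells exposed to compound for 20 h before luminescence read; 0% = DMSO alone and 100% = MG132 at 30 µM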
14-3-3 Bad inh: disrupts binding of bovine 14-3-3 zeta to phospho-Bad peptide; P63103; TR-FRET 14-3-3zeta/Dy647-pBad peptide displacement, 1 h; inhibition, % at 21.7 µM; hit rate 0.71% among 220,000;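 active = inhibition above about 70%, limit read from the data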;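 note: 0% = full 14-3-3 plus peptide FRET controls and 100% = background without 14-3-3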
Rad51 HR inh: Rad51 (human) homologous recombination inhibition | Q06609 | hRad51 DNA strand exchange, fluorescence dequenching | inhibition, % at 10 µM | hit rate 0.085% among 200,000 | AID 1385;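 active = inhibition above 40% at the single screening dose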;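 note: 0% = DMSO control wells and 100% = blanks with heterologous ssDNA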
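Test system: preformed human Rad51 ssDNA filaments; also added: Donor/quencher-labelled 47-bp dsDNA substrate; doses: 10 µM final, single point; times: 37 °C 15-min filament assembly, 30-min compound preincubation, 15-min exchange; detection: FRET fluorescence dequenching, excitation 485 nm, emission 520 nm; read-out basis: Fluorescence-based percent inhibition, control- and blank-normalised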
Active calls of the source: *; . = no result given; [ ] = remark or other dose.

structure,Rad51 HR inh,Wee1 degr inh,FXIa inh,FXIIa inh 1536,eIF4E-4G inh,14-3-3 Bad inh,KLK5 inh,p97 inhibitor,MDM2 E3 inh
O=C(CSc1nnnn1Cc1ccccc1)N1CCN(c2ccccc2)CC1,.,4,4,-3,1[fluorescence artefact?],3[fluorescence artefact?],3,-8,3
Cn1c(/C(C#N)=N/O)nc2ccccc21,-3,-2,-3,12,6,1,-6,1,-5
COc1ccc(S(=O)(=O)n2oc(=O)cc2-c2ccccc2)cc1,1,0,-11,14,4,-2,-23,3,-13
CCOC(=O)CNC(=O)Cn1cnc2sc(C)c(S(=O)(=O)N3CCC(C)CC3)c2c1=O,-2,-3,7,10,-2,5,-22,0,-11
C=CCc1cc(C=O)cc(OCC)c1OCc1ccc(Cl)cc1,.,2,6,10,6,-2,-3,6,-12
COc1ccc(COCCN2CCN(S(=O)(=O)c3ccccc3)CCC2=O)cc1,2,.,-2,6,-2,2,-1,.,17
CC1=C(C#N)C(=O)NC(=O)/C1=C\c1ccc(-c2cc(C)c(C)cc2[N+](=O)[O-])o1,-5,-2,9,16,48*,64,3,-3,-15
CCCc1cc(=O)[nH]c(SCc2cccc(C)c2)n1,5,4,-2,11,-3,-6,-7,-2,-17
COc1ccc(-c2[nH]ncc2-c2ccc3c(c2)OCCO3)c(O)c1,-3,2,9,8,-4[fluorescence artefact?],-8,49*,10,-6
CCOC(=O)C1=C(O)/C(=C\c2sccc2C)N=C1C,4,0,4,2,23,4,-11,6,7
CC(=O)Nc1ccc(N2C(C(C)=O)=NN(c3ccc(Cl)cc3)C2c2sccc2C)cc1 (stereo not drawn),7,-2,5,15,-2,1,-10,4,.
O=C(Nc1cscc1S(=O)(=O)c1ccccc1)c1ccccc1Cl,-3,1,0,12,-11,3,-1,-2,-6
COc1ccc(NC(=O)c2cccc(Oc3ccc([N+](=O)[O-])cc3Cl)c2)cc1,.,2,11,12,3,13[fluorescence artefact?],-6,6,4
COc1ccccc1N(CC(=O)NCc1ccccn1)S(C)(=O)=O,2,0,1,15,4,9,11,-1,-6
COc1ccc(CCNC(=O)Cc2nn(C)c(=O)c3ccccc23)cc1OC,-2,2,-5,12,-8[fluorescence artefact?],-6,-4,0,-70
CCCc1nn(C)c(C(=O)Nc2ccc3ccccc3c2)c1Cl,-24,0,2,8,9,9,-3,-2,-13
Cc1ccc2nc(NC(=O)c3ccc(NS(=O)(=O)c4cccs4)cc3)sc2c1,.,1,3,6,2,4,-26,3,.
CCCOc1ccc2oc(=O)c3c(c2c1)CCCN3C(=O)CN(C)Cc1ccccc1,2,1,1,12,.,.,8,-4,1
CN1CCN(NC(=O)c2ccc(COc3ccccc3Br)o2)CC1,5,2,-3,.,-1,-7,0,3,-1
Cc1nnc(SCC(=O)NC(C)c2ccccc2)[nH]c1=O (stereo not drawn),2,-1,-10,8,-10[fluorescence artefact?],6,-21,0,-15
Cc1ccccc1NC1(C#N)C(=O)Nc2ccccc21 (stereo not drawn),.,-2,1,8,12,-3,3,2,2
CCn1cc(CNC(=O)c2cc(COc3ccc(F)cc3Cl)on2)cn1,3,0,-4,6,2,-13,-1,8,23
Cc1nc(SCC(=O)NC(C)(C)C)c2c(-c3cccs3)csc2n1,6,1,-4,-1,-2,-3,-10,-5,-8
CC(=O)CCS(=O)(=O)c1ccc(Oc2ccc(S(=O)(=O)CCC(C)=O)cc2)cc1,0,1,-6,4,2,-4,-8,2,-10
CC(C)C(=O)Nc1ccc(C(=O)NNC(=O)NC2CCCCC2)cc1,0,-1,3,19,1,-2,0,0,-16
O=C(CN1CCCCCC1)Nc1ccc(F)c(F)c1F,-4,-3,-2,3,7[fluorescence artefact?],-15[fluorescence artefact?],0,5,-14
CN(c1ccccc1)c1nc(N)c([N+](=O)[O-])c(NCc2ccco2)n1,10,0,4,7,13,-10,-12,-2,2
CS(=O)(=O)N1N=C(c2ccco2)CC1c1cccc([N+](=O)[O-])c1 (stereo not drawn),11,-3,-3,4,-10,-1,0,10,0
O=C(CSc1nc2ccccc2[nH]1)c1cccs1,0,5,2,12,0,1,-16,3,-14
Cc1noc(C)c1S(=O)(=O)N1CCCC(C(=O)c2cccc(OC(C)C)c2)C1 (stereo not drawn),1,-2,-8,4,3,-7,-1,-4,-12
CCOc1cc(C)c(C(C)C)cc1S(=O)(=O)NCc1ccccn1,9,1,-4,15,-14,0,-10,-4,-10
CCOC(=O)Nc1ccc(OC)cc1S(=O)(=O)N1CCCCC1,6,2,-4,12,-1,3,7,-2,4
CC(C)CC(=O)N(Cc1ccc(F)cc1)C1CCS(=O)(=O)C1 (stereo not drawn),2,0,-6,2,1,1,-16,0,-6
CCC(C)NC(=O)/C=C1\Sc2ccccc2NC1=O (stereo not drawn),1,2,-1,11,0,-2,-8,2,-2
CCn1c(SCC(=O)Nc2ccc(C(=O)OC)cc2)nnc1-c1cccs1,4,-1,8,9,7,-10,-10,-6,-21
COc1ccc(CCNC(=O)CCc2ccc(S(=O)(=O)NCC(C)C)cc2)cc1OC,.,0,2,8,0,-4,3,1,6
CC1(C)Cc2c(sc(/N=C/N3CCCCCC3)c2C#N)C(C)(C)N1,-12,-2,-6,0,-1,-12,-4,-2,-12
Cc1[nH]c2ccccc2c1C(c1ccncc1)N1CCN(c2ccc(F)cc2)CC1 (stereo not drawn),-8,0,-9,-3,3,-6[fluorescence artefact?],-22,-3,-4
COc1ccc(Br)cc1CNc1ccc2[nH]c(=O)[nH]c2c1,2,-1,11,10,7,-10,-6,0,-10
O=C(NCc1ccco1)c1cc([N+](=O)[O-])ccc1N1CCOCC1,2,1,-5,2,0,1,-8,5,2
O=C(NCC1CCCO1)C(C(=O)c1ccccc1)n1cc(Cl)ccc1=O (stereo not drawn),26,-2,-2,10,6,-11,5,8,-9
COc1cc2cc(CN(CCN3CCOCC3)C(=O)Nc3ccc(F)cc3)c(=O)[nH]c2cc1OC,11,3,-5,1,0,-8,-2,-4,-1
O=C(Nc1cc2cccc([N+](=O)[O-])c2oc1=O)c1cccs1,-6,2,-2,3,4,5,-3,7,-12
O=C(/C=C/c1ccccc1[N+](=O)[O-])c1ccc(F)cc1,8,1,-4,1,-3,3,-3,-4,3
Fc1ccc(NC(=S)N2CCN(c3cccc(C(F)(F)F)c3)CC2)cc1,31,-4,14,11,2,1,-6,-2,-8

Some of the entries so far, with values under each structure:
The line under a structure holds: Rad51 HR inh	Wee1 degr inh	FXIa inh	FXIIa inh 1536	eIF4E-4G inh	14-3-3 Bad inh	KLK5 inh	p97 inhibitor	MDM2 E3 inh
COc1ccc(Br)cc1CNc1ccc2[nH]c(=O)[nH]c2c1
  2	-1	11	10	7	-10	-6	0	-10
Cc1[nH]c2ccccc2c1C(c1ccncc1)N1CCN(c2ccc(F)cc2)CC1 (stereo not drawn)
  -8	0	-9	-3	3	-6[fluorescence artefact?]	-22	-3	-4

Next compounds
structure,Rad51 HR inh,Wee1 degr inh,FXIa inh,FXIIa inh 1536,eIF4E-4G inh,14-3-3 Bad inh,KLK5 inh,p97 inhibitor,MDM2 E3 inh
COc1ccccc1NC(=O)N(Cc1ccc2c(c1)OCO2)Cc1nc2ccccc2c(=O)[nH]1,-4,-1,1,10,-17,4,-8,0,-5
CC(C)c1ccc(N2CC(C(=O)Nc3nccs3)CC2=O)cc1 (stereo not drawn),-4,0,3,-13,0,-7,-17,0,0
COc1cccc(Nc2nc3cc(OC)ccc3cc2C#N)c1,7,-2,-4,3,3,-2,-1,3,-4
C/C(=N\NC(N)=S)C1(C)CC2(CC(C)(C)OC2=O)C(=O)O1 (stereo not drawn),-2,3,-7,7,1,-3,-2,-3,-14
CC(=O)N1CCN(S(=O)(=O)c2ccc(C)cc2)C1c1ccc(N(C)C)cc1 (stereo not drawn),2,0,3,16,6,-13[fluorescence artefact?],-6,2,-22
Cn1c(N2CCN(C(=O)Nc3ccc(C(F)(F)F)cc3)CC2)nc2ccccc21,-3,-2,17,13,1,0,-18,1,-7
CCN(CC)CCN(C(=O)Cn1nnc(-c2ccc(C)o2)n1)C(C(=O)NC(C)(C)C)c1cccs1 (stereo not drawn),6,0,1,10,0,-9,12,-4,-18
Oc1c(C(c2cccs2)N2CCN(c3ccccc3)CC2)ccc2cccnc12 (stereo not drawn),.,0,13,31,36*[fluorescence artefact?],50[fluorescence artefact?],-228,8,-8
COCCCNC(=O)CSc1nc2ccccc2c(=O)n1Cc1ccc2c(c1)OCO2,5,1,-9,5,-4,-2,0,4,3
CCO[C@H]1OC(C(N)=O)=C[C@@H](c2coc3ccccc3c2=O)[C@@H]1CCCO,0,9.2*,-1,8,1,-2,0,2,.
O=C(CCCn1c(=O)c2ccccc2n(CC(=O)NCc2ccco2)c1=O)NCc1ccco1,.,-2,0,-10,0[fluorescence artefact?],-9,-15,6,-1
O=C(O)C1CC(=O)n2c(nc3ccccc32)S1 (stereo not drawn),-4,0,-2,13,5,-9,9,3,-22
CCCCn1c(=S)[nH]c2ccc(N3CCOCC3)cc2c1=O,10,1,4,9,-2,-8,-1,6,-4
O=C(Cn1nnc(-c2ccc(F)cc2)n1)N1CCCCC1,6,-2,4,7,-2,-4,-3,5,-3
Cc1ccccc1CS(=O)(=O)CCC(=O)NCCCN1CCN(c2ccccc2F)CC1,2,-2,-16,12,2[fluorescence artefact?],10,10,-5,3

4 entries drawn at random from those above, as already listed:
structure,Rad51 HR inh,Wee1 degr inh,FXIa inh,FXIIa inh 1536,eIF4E-4G inh,14-3-3 Bad inh,KLK5 inh,p97 inhibitor,MDM2 E3 inh
CC(C)c1ccc(N2CC(C(=O)Nc3nccs3)CC2=O)cc1 (stereo not drawn),-4,0,3,-13,0,-7,-17,0,0
COc1cccc(Nc2nc3cc(OC)ccc3cc2C#N)c1,7,-2,-4,3,3,-2,-1,3,-4
CC(=O)N1CCN(S(=O)(=O)c2ccc(C)cc2)C1c1ccc(N(C)C)cc1 (stereo not drawn),2,0,3,16,6,-13[fluorescence artefact?],-6,2,-22
COCCCNC(=O)CSc1nc2ccccc2c(=O)n1Cc1ccc2c(c1)OCO2,5,1,-9,5,-4,-2,0,4,3

Following part:
structure,Rad51 HR inh,Wee1 degr inh,FXIa inh,FXIIa inh 1536,eIF4E-4G inh,14-3-3 Bad inh,KLK5 inh,p97 inhibitor,MDM2 E3 inh
Cc1ccccc1-n1c(SCC(=O)NCc2cccs2)nc2ccccc2c1=O,5,-2,-2,10,-3,3,-7,4,-11
CN(C[C@H](Cc1ccccc1)N(C[C@H](Cc1ccccc1)N(CCc1cc(C(F)(F)F)cc(C(F)(F)F)c1)N=O)N=O)N=O,-6,-1,4,15,-1,-6,5,3,.
COc1ccc(C2C=C(c3ccccc3)Nc3nc(NC(C)=O)nn32)cc1 (stereo not drawn),4,-1,1,3,15,26,-5,-1,-14
CC(NC(=O)/C(=C\c1ccco1)NC(=O)c1ccccc1Br)C(=O)O (stereo not drawn),.,-1,2,10,1,-2,.,2,-18
Cc1cc2cc(CNC(=O)COc3ccccc3)ccc2n1C,.,-3,4,8,2,-11,3,2,-8
C=CCOc1cccc(C(=O)N2CCCC(CCC(=O)NCc3ccccc3F)C2)c1 (stereo not drawn),-11,-2,8,6,0,-7,-4,0,-8
Fc1ccc(-n2nnc(-c3cccnc3Cl)n2)cc1,5,4,10,19,0,-7,19,2,.

Compound activity as filed in PubChem BioAssay.
